From PubChem BioAssay
AI-2 QS modul: Vibrio harveyi AI-2 quorum sensing modulators, primary screen, JMH597 strain, luminescence/OD600 ratio; 300,000 compounds, 0.4% hits; activity change, % at 7.5 µM; AID 2094, 2009; Vibrio harveyi JMH597 AI-2 luminescence/OD600 ratio, 9 h; hits give low values; strain lacks LuxN and CqsS sensors; 0 = neutral-control median; in the data active means activity change below about -75%, passing the limit was not always enough; inconclusive means no clear call, values can overlap the other calls;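 further: luminescence divided by OD600 gain over 9 h not by final OD600 alone; inactives centre near 13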
HIF activator: HIF pathway transcriptional activators, primary screen, cell-based, U2OS HRE-luciferase, luminescence. activation, % at 7.5 µM (by protocol). AID 1910, 2009. 300,000 compounds, 0.32% hits. U2OS HRE-luciferase reporter; normalized: DMSO 0%, desferrioxamine 100%;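 active means mean activation of at least 10% of the iron chelator positive control signal, with at least half of replicates also reaching 10%; inconclusive means mean and replicate majority disagree about reaching 10%; inactive means mean and most replicates under 10%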
aSyn 5UTR inh: MLPCN primary screen, SNCA 5' untranslated region | 300,000 compounds, 0.82% hits | alpha-synuclein 5'UTR reporter, inhibitor activity | inhibition, % (tested at 7.5 µM); in the data active means inhibition above about 60%; inconclusive means no clear call, values can overlap the other calls;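 further: H4 neuroglioblastoma cells stably carrying SNCA 5'UTR luciferase fusion; 0% = DMSO wells and 100% = positive control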
HSF1 activator: HSF-1 activators, primary screen, NIH3T3-HGL cells, MG132 stress, luminescence, single point. NIH3T3-HGL HSF-1 luciferase reporter, 8 h; 100% = twice DMSO control signal. activation, % at 9 µM. 300,000 compounds, 1.7% hits;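 active means mean replicate activation of at least 50% with a set share of replicates each reaching 50%; inconclusive means only one of those two conditions met; inactive means mean below 50% and too few replicates reaching it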;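 further: 0% = median of the neutral control wells and 100% = twice that signal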
HSP90 refold inh: HSP90 inhibitors, primary screen, cell lysate, luminescence; 290,000 compounds, 0.91% hits; AID 1789, 2009; inhibition, % at 5.6 µM; Rabbit reticulocyte lysate, luciferase refolding luminescence, 3 h;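 active means inhibition above the screen-wide mean plus 3 SD, computed separately per campaign, cut at about 16% in these data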;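 further: 0% = DMSO wells and 100% = 60 µM geldanamycin wells; inhibitors lower the luminescence because luciferase stays unfolded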
HSF1 inhib: HSF1 inhibitors in luciferase reporter cells, primary screen, cell-based, NIH3T3, luminescence. NIH3T3-HGL HSE-luciferase, MG132-induced, luminescence 8 h; hits give low values. activity change, negative = inhibition, % at 7.5 µM (by protocol). 300,000 compounds, 0.77% hits. AID 2098, 2009;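 active means more than half of replicate wells show activity change below -50%, luminescence cut by over half; inconclusive means some wells, but at most half, below -50%; inactive means no replicate well below -50%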;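 further: luciferase reports HSF-1 transcriptional activity via heat shock element; 0% = median of DMSO wells and -100% = zero luminescence signal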
IEC-6 tox: cytotoxicity in IEC-6 intestinal epithelial cells, primary screen, cytotoxicity control for KLF5 inhibitor project, cell-based, luminescence. 290,000 compounds, 0.78% hits. IEC-6 cytotoxicity, luminescence viability. inhibition, % at 5 µM; in the data active means inhibition above about 22%;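 further: 0% = plate median of test compound wells and 100% = cytotoxic reference compound wells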
Platelet DG rel: inhibitors of platelet dense granule secretion, primary screen, cell-based, MLPCN, human platelets; AID 1663, 2009; 300,000 compounds, 0.22% hits; inhibition, %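 (compounds screened at 7.5 µM in platelet-rich plasma)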; human platelet-rich plasma, SFLLRN dense granule ATP release, luminescence;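 active means mean replicate score, as percent of positive control, at or above 50; inconclusive means mean below 50 but at least one replicate at or above 50; inactive means mean and every replicate below 50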
HDAC3 inh: HDAC3 deacetylase inhibitors, primary screen, biochemical, fluorescence, cell-free homogeneous. Histone deacetylase 3 (Homo sapiens), O15379. recombinant HDAC3, fluorogenic peptide/trypsin coupled. inhibition, % at 8.3 µM. 320,000 compounds, 0.15% hits. AID 2718, 2010; in the data active means inhibition above about 26%, passing the limit was not always enough; inconclusive means no clear call, values can overlap the other calls
Target sequence (O15379 whole entry, looked up): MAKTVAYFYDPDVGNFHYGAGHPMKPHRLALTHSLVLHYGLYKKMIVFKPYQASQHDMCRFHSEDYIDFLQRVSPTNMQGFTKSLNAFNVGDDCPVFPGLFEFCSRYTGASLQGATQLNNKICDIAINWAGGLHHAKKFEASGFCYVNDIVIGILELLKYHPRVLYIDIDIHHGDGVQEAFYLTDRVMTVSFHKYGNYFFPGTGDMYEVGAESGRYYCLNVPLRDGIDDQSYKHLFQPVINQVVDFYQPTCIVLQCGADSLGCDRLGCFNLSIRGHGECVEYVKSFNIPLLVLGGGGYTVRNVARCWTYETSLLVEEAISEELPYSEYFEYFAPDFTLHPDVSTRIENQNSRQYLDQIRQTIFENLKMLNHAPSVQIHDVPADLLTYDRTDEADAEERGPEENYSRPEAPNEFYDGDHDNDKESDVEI
KLF5 inh: KLF5 expression inhibitors, primary screen, DLD-1 cells, luminescence. 290,000 compounds, 0.23% hits. DLD-1 KLF5 promoter-luciferase reporter. inhibition, % at 5 µM. AID 1700, 2009;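 active means inhibition above a per-plate limit of that plate's mean compound inhibition plus 3 SD, cut at about 60% in these data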;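 further: 0% = DMSO wells and 100% = LY294002 at 200 µM; higher means less KLF5 promoter-driven luciferase light; inactives centre near -14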
* = called active by the depositor; u = inconclusive; x = no result given.

SMILES	AI-2 QS modul	HIF activator	aSyn 5UTR inh	HSF1 activator	HSP90 refold inh	HSF1 inhib	IEC-6 tox	Platelet DG rel	HDAC3 inh	KLF5 inh
CCc1nnc(NC(=O)CSc2nnc(-c3cccnc3)n2C)s1	0.0	-0.3	6.7	-4.4	-0.2	2.9	-5.8	-3.6	1.6	-21.6
COc1ccc(C(=O)NCCCOC(=O)c2ccc(OC)cc2)cc1	16.9	u	2.0	-2.6	0.1	0.2	-9.2	7.4	-2.7	-43.8
CC(C)C(=O)N(Cc1ccc(F)cc1)Cc1nc2ccccc2c(=O)[nH]1	-1.0	0.0	-13.7	4.4	-1.4	6.6	-2.3	5.4	u	-3.3
Cc1ccccc1Cn1nnc2c1C(=O)c1ccccc1C2=O	11.7	0.5	57.5	28.4	-0.7	19.9	7.9	-1.1	-4.9	-25.0
COc1ccc(N(CC(=O)NCCSCc2cccc(Cl)c2)S(C)(=O)=O)cc1Cl	14.7	0.1	12.6	5.1	2.8	2.0	3.6	5.8	1.7	-1.4
Nc1nc(SCC(=O)Nc2ccc([N+](=O)[O-])cc2)n[nH]1	-3.7	-0.4	6.2	1.2	6.7	-10.8	5.9	-3.2	3.8	-15.3
CC1(c2ccc3ccccc3c2)NC(=O)N(CC(=O)N2CCN(S(=O)(=O)c3ccccc3F)CC2)C1=O (stereo not drawn)	22.3	0.0	10.4	2.2	-4.2	6.6	-2.7	8.5	-2.7	-20.3
COc1cccc(OCc2nc3ccccc3[nH]2)c1	-2.5	3.1	-136.9	43.8	-0.7	22.3	5.0	2.7	4.6	-136.8
C=CCOc1cccc(C2C(C(=O)c3ccco3)=C(O)C(=O)N2Cc2ccncc2)c1 (stereo not drawn)	25.8	0.2	3.6	6.3	0.1	5.9	-1.1	-1.1	-1.1	1.4
CC(=O)c1ccc(N2CCN(S(=O)(=O)c3c(C)[nH]c(C)c3C(=O)N3CCCC3)CC2)cc1	-7.0	-0.1	5.6	-23.4	3.3	-9.3	0.6	5.0	2.9	0.1
COc1ccc(C2/C=C\CN(C(=O)c3ccc(C)cc3)CC(=O)N2Cc2ccc(F)cc2)cc1 (stereo not drawn)	19.3	0.0	-0.7	x	x	2.3	x	-1.4	8.3	x
COc1cc(NC(=O)c2ccc3c(SCC(=O)O)c4c(nc3c2)CCC4)cc(OC)c1OC	2.0	0.0	-4.1	9.0	3.4	4.0	-9.5	-12.6	5.0	-9.1
O=C(/C=C/c1ccc([N+](=O)[O-])cc1)NCc1ccccn1	11.7	0.6	-12.4	-33.3	-1.7	-17.4	7.7	-4.4	7.8	-10.3
CN(C)CCCN(Cc1cc2cc3c(cc2[nH]c1=O)OCO3)C(=S)NCc1ccco1	14.2	-0.4	-5.9	-12.4	4.1	-2.4	-2.6	1.8	3.0	-24.5
CC12CCC(C(=O)N(CCCCN3CCN(c4ccccn4)CC3)C1=O)C2(C)C (stereo not drawn)	12.1	0.2	2.5	40.1	4.4	19.9	1.1	9.1	-0.3	-24.1
CC(=O)N1CN(S(=O)(=O)c2ccc(C)cc2)CC1C (stereo not drawn)	12.3	-0.3	7.7	-9.1	3.6	-7.1	-3.2	3.4	4.8	-8.0
CC(C)(C)c1ccc(NC(=O)Nc2ccc(F)cc2)cc1	-84.8*	1.2	-245.3	57.1*	-1.1	30.2	17.6	-6.7	-1.9	-131.9
CCCNC(=O)N1CCN(S(C)(=O)=O)CC1	15.6	-0.3	6.8	-1.2	-1.6	-0.8	-5.8	4.9	-3.2	-14.5
O=C(N/N=C/c1ccccc1[N+](=O)[O-])c1cccs1	38.3	4.8	-125.3	60.6*	-2.3	38.6	2.8	14.5	7.9	-133.9
O=C(Nc1ccccc1N1CCN(C(=O)c2ccc(Cl)cc2)CC1)c1ccc2c(c1)OCO2	16.9	-0.6	-7.4	6.3	-0.3	6.4	-0.6	-1.8	u	11.1
O=C1CCCCC(=O)N(c2ccccc2)c2ccccc21	-1.3	-0.5	1.0	-21.0	-2.4	-8.6	-6.9	0.4	9.1	4.0
CCOc1ccc(NC(=O)CN(c2cccc(C(F)(F)F)c2)S(C)(=O)=O)cc1	-6.2	1.1	0.2	19.1	5.1	8.5	-1.2	2.1	6.8	-10.2
COc1cccc(C2C(C#N)=C(N)Oc3cc(C)oc(=O)c32)c1OC (stereo not drawn)	-8.4	-0.7	23.7	-9.4	3.7	1.9	1.0	0.7	1.2	-40.6
COc1cccc(/C=N\NC(=O)c2ccc(C)nc2)c1	-6.4	1.9	-11.2	35.7	0.8	8.1	-3.1	-7.7	3.3	-52.9
N#CCCN(Cc1cccnc1)C(=O)Nc1ccccc1	13.7	0.0	15.0	-27.2	0.1	-10.2	-1.9	-0.7	7.7	-31.2
O=C(Nc1ccon1)c1cccc(S(=O)(=O)N2CCCCC2)c1	37.3	-0.9	-1.6	-2.4	-0.2	-1.3	2.8	-1.0	10.9	-12.3
CCOc1ccc(NC(=O)CN2C(=O)CSC(C)C2=O)cc1 (stereo not drawn)	-78.3*	0.5	3.1	16.6	-5.6	9.1	-6.2	0.6	-1.9	-18.0
COc1ccc(CCNC(=O)Cn2c(=O)oc3cc(Cl)ccc32)cc1OC	11.9	-0.2	-7.8	-3.4	0.2	-5.1	-4.6	-2.6	1.7	8.8
Nn1c(SCC(=O)Nc2c(Cl)cccc2Cl)nncc1=O	19.5	-0.1	-1.9	10.8	x	-1.3	x	-20.0	-1.0	x
Cc1ccc2[nH]c3c(c2c1)CCNC3=O	13.2	0.8	3.4	47.8	1.4	2.1	0.4	-1.1	4.1	-29.2
O=C(c1cnccn1)N1CCc2ccccc21	20.2	0.1	16.1	-4.8	5.7	1.6	5.3	3.3	-1.2	-15.7
O=C(/C=C\c1ccco1)NC(=S)Nc1ccccc1O	8.4	0.5	-74.3	16.1	3.0	5.0	-0.2	-0.7	2.5	-15.5
Nn1c(SCc2cccc(Br)c2)nnc1-c1cccnc1	u	0.2	-22.4	25.0	7.5	3.7	2.2	9.2	-0.3	-20.9
CCOc1ccccc1NC(=O)Cn1nnc(-c2ccc(OCC)c(OCC)c2)n1	6.5	-0.4	38.2	1.3	0.3	-1.7	-2.1	5.1	-1.5	-21.7
CCN1C(=O)/C(=C/c2cn(C)nc2C)SC1=S	11.8	0.2	1.9	2.2	0.2	-3.6	-2.5	1.6	x	-2.8
CCOc1ccccc1N1CCN(CC(=O)c2c(N)n(C)c(=O)n(C)c2=O)CC1	31.0	-0.3	-12.9	3.2	5.1	2.3	-5.6	0.9	2.9	-0.8
CCc1cc(-c2[nH]ncc2-c2nc3ccccc3n2C)c(O)cc1O	-2.6	0.4	-20.2	-4.3	1.1	0.8	4.4	3.3	-9.8	-7.7
N#CCC(=N)N1CCN(c2cccc(Cl)c2)CC1	-12.5	0.2	2.8	-2.2	3.5	-6.0	2.1	15.4	-0.7	-13.5
COCC(=O)N1CCC(Oc2ccc(C(=O)NC3Cc4ccccc4C3)cc2)CC1	32.7	-1.1	7.6	2.9	-4.9	-6.4	-9.8	-3.5	-3.3	-2.5
CCOC(=O)COc1ccc2c(c1)C(=O)CC(C)(c1cccnc1)O2 (stereo not drawn)	-61.3	-0.2	19.7	2.2	-3.5	-7.5	-0.1	-1.7	-1.0	-12.2

Entries of single compounds, quoted from the list:
Shown for `CCOC(=O)COc1ccc2c(c1)C(=O)CC(C)(c1cccnc1)O2` (stereo not drawn) → AI-2 QS modul = -61.3; HIF activator = -0.2; aSyn 5UTR inh = 19.7; HSF1 activator = 2.2; HSP90 refold inh = -3.5; HSF1 inhib = -7.5; IEC-6 tox = -0.1; Platelet DG rel = -1.7; HDAC3 inh = -1.0; KLF5 inh = -12.2
Shown for `CCOc1ccc(NC(=O)CN2C(=O)CSC(C)C2=O)cc1` (stereo not drawn) → AI-2 QS modul = -78.3*; HIF activator = 0.5; aSyn 5UTR inh = 3.1; HSF1 activator = 16.6; HSP90 refold inh = -5.6; HSF1 inhib = 9.1; IEC-6 tox = -6.2; Platelet DG rel = 0.6; HDAC3 inh = -1.9; KLF5 inh = -18.0

The results go on:
SMILES	AI-2 QS modul	HIF activator	aSyn 5UTR inh	HSF1 activator	HSP90 refold inh	HSF1 inhib	IEC-6 tox	Platelet DG rel	HDAC3 inh	KLF5 inh
COc1cccc(C(C(=O)NCC2CCCO2)N(C(=O)Cn2nnc3ccccc32)c2ccc(NC(C)=O)cc2)c1 (stereo not drawn)	6.1	0.7	8.8	-15.4	8.1	-2.9	6.7	6.0	2.5	-12.3
CC(=O)Nc1ccccc1NC(=O)C(F)(F)F	15.4	0.3	11.9	-7.6	3.6	-4.3	2.7	19.0	8.2	-10.5
CCN(CCCNC(=O)Cn1ncc2c([nH]c3ccc(C)cc32)c1=O)Cc1ccccc1	29.9	0.5	25.2	36.8	0.2	-0.8	4.2	-0.5	-18.2	-8.3
COc1ccc(S(=O)(=O)Cc2ccc(C(=O)NCCCN(C)c3ccccc3)o2)cc1	15.9	-0.8	9.7	59.8*	4.2	27.3	-0.2	1.7	8.6	-2.4
Cc1c(OC(C)C(=O)N[C@@H](Cc2ccccc2)C(=O)O)ccc2c3c(c(=O)oc12)CCCC3 (stereo partly drawn)	8.1	0.1	8.2	2.5	-4.2	5.3	-1.4	4.3	-23.6	0.5
COc1cc(CCC(=O)NCc2ccc(Cl)cc2)cc(OC)c1OC	9.5	-0.7	14.7	9.5	0.0	1.3	-5.5	2.4	-2.3	-17.1
Cc1cc2ccccc2n1CCNC(=O)C(C)(C)C	7.3	-0.5	-19.3	-14.1	x	4.4	x	-1.4	2.5	x
CC(=O)c1nn(-c2ccc(C)cc2)cc1C(=O)c1cccc(Br)c1	14.3	-0.5	-14.2	-31.9	x	-0.9	x	1.1	7.6	x
Cc1cc(Cl)ccc1OC(C)C(=O)N1CCCN(C(=O)C(C)Oc2ccc(Cl)cc2C)CC1 (stereo not drawn)	-6.2	0.0	17.4	35.7	-5.3	18.4	1.5	-6.5	15.8	-12.6
Cc1ccc(-n2c3c(cc(C(=O)NCc4ccco4)c2=O)C(=O)CC(C)(C)C3)cc1	8.8	-0.1	18.7	33.2	6.7	13.3	0.9	0.7	1.7	-2.3
Cc1ccc(NC(=O)Nc2cccnc2)cc1NC(=O)Nc1cccnc1	20.3	0.4	-24.3	30.4	3.8	17.7	-5.3	-9.5	x	-15.5
Cc1cc(CNCc2cn(C)nc2-c2ccc(Oc3ccccc3)cc2)on1	0.9	-0.1	-1.7	7.4	-3.0	-1.6	-2.8	1.1	3.2	-15.4
O=C(Cn1ncc2c([nH]c3ccccc32)c1=O)NCCCN1CCN(c2ccccc2)CC1	-7.3	-0.9	15.7	6.0	-6.0	-1.8	-6.4	6.1	0.4	-16.9
Cn1c(CN2CCC(C(N)=O)CC2)c(C#N)c2ccccc21	28.4	-0.7	3.8	-8.6	0.6	-0.7	4.0	-3.7	-3.3	0.2
